GLP1R inv ag: inverse agonists of human GLP-1 receptor; P43220; Potency, µM (series often up to 38.3 µM), inactives show top-dose activity change, negative = inhibition, actives largely listed as inhibitors; 1.6% of 410,000 active; AID 624417; HEK293 GLP-1R CRE-luciferase, luminescence, 24 h; GLP-1R form is constitutively active; further: potency means the concentration at half of the fitted maximal effect; on the % scale 0 is the no-effect control and ±100 the full control effect; nearly all actives have a fitted effect of over 55% in size
Target sequence (P43220 whole entry, looked up): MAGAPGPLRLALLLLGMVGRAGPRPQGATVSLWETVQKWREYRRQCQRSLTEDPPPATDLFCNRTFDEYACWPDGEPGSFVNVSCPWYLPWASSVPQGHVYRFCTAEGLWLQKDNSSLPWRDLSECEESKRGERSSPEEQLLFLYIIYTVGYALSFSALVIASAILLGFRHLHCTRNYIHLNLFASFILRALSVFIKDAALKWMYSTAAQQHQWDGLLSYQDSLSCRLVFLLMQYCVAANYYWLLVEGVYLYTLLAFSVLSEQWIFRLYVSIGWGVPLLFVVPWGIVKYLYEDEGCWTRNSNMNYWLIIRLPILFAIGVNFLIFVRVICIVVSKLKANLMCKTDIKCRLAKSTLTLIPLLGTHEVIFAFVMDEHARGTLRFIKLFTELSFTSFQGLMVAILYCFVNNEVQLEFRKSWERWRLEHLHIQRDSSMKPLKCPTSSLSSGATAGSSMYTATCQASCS
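Readout was luciferase luminescence, measured 12 min after detection reagent at room temperature. Beforehand, GLP-1R reporter HEK293 cells had sat 12 h, then received compounds for 24 hr at 37 deg C.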
TDP43 rescue: rescues yeast growth from TDP-43 toxicity. TDP-43 expressing yeast growth rescue, BacTiter-Glo, 24 h. Potency, µM (titrated, usually from 46.1 µM), without a hit: at the highest dose growth rescue (activation), actives largely listed as activators. 1.8% of 410,000 active. AID 652104; further: potency means the concentration at half of the fitted maximal effect; % of control where 0% means no effect; nearly all actives have a fitted effect of over 50% in size
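Growth rescue of TDP-43-toxic yeast measured as ATP luminescence (BacTiter-Glo). Cells grown to mid-log in raffinose, induced in galactose at OD600=0.02, exposed to compound 24 hr at 30 deg C.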
Abeta rescue: restores growth of yeast expressing A-beta42 peptide; Potency, µM (series often up to 46.1 µM), without a hit: top-dose growth rescue, actives largely listed as activators; AID 1347071; 0.063% of 410,000 active; yeast expressing A-beta42, growth rescue, OD600, 48 h; response scale: 0% DMSO, 100% iron-clioquinol control; further: potency means the concentration at half of the fitted maximal effect; nearly all actives have a fitted effect of over 55% in size
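Yeast A-beta toxicity model in growth medium with pinned compounds, 48 h at 30 C; growth read as absorbance at 600 nm. Normalized to FeCl3/clioquinol equimolar mix (positive) and DMSO (negative).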
aSyn rescue: alpha-synuclein toxicity inhibition in yeast | Yeast expressing alpha-synuclein, growth rescue, BacTiter-Glo, 24 h | Potency, µM (top dose mostly 46.1 µM), inactives show at the top dose growth rescue (activation), actives largely listed as activators | 0.14% of 370,000 active | AID 652106; further: potency means the concentration at half of the fitted maximal effect; % of control where 0% means no effect; nearly all actives have a fitted effect of over 65% in size
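Readout is rescue of growth in alpha-synuclein-expressing yeast, so inhibitors of toxicity appear as activators. Growth after 24 hr at 30 deg C in galactose medium is quantified by luminescence.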
GLP-1R agonist: GLP-1 receptor (human) agonism. HEK293 GLP-1R CRE-luciferase, luminescence, 4-6 h; cells express a hypersensitive GLP-1R form. 0.007% of 380,000 active. AID 624172. Potency, µM (highest dose often 45.6 µM), for the others: at the highest dose activation, usual class: activators; further: potency means the concentration at half of the fitted maximal effect; % of control where 0% means no effect
PTHR1 ag: agonists of human PTHR1 parathyroid hormone receptor; Q03431; HEK293 GP2 PTHR1 cells, GloSensor cAMP luminescence, 1 h; Potency, µM (top dose mostly 115 µM), for inactives: top-dose activation, most hits filed as activators; 0.075% of 410,000 active; AID 743266; further: potency means the concentration at half of the fitted maximal effect; nearly all actives have a fitted effect of over 55% in size; some results filed as inactive show a strong effect at the top dose; inactives centre near -15; many of its hits are not listed in these tables
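HEK-293-derived GP2 cells expressing PTHR1 and a GloSensor cAMP reporter, 3,000/well, plated overnight, given luciferin plus IBMX (each 0.5 mM as added) for 1 h at 37 °C, then compound for 1 h at 37 °C. Luminescence was read after 15 min at room temperature.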
D3 antag: blocks the human D3 dopamine receptor. P35462. D3R cells, DiscoveRx beta-arrestin luminescence, antagonist mode; stronger effect = lower value. max response, negative = inhibition, %. 2.5% of 360,000 active. AID 652054; in the data active means max response below about -50%; inconclusive means no clear call, values can overlap the other calls; further: on the % scale 0 is the no-effect control and ±100 the full control effect; mostly tested at two doses, the higher about 12 µM
Target sequence (P35462 whole entry, looked up): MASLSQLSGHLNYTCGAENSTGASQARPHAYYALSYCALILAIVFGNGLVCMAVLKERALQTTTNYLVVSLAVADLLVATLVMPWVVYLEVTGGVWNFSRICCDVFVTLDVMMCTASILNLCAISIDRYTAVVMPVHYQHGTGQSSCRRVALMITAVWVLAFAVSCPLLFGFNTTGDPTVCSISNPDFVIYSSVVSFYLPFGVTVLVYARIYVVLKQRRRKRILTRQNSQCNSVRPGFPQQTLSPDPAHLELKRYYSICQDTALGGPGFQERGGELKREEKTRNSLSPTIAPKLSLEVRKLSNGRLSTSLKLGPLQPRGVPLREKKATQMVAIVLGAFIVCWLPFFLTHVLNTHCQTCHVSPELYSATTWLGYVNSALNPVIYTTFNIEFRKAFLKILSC
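Cells plated overnight at 1500 cells/well, then exposed to library compounds with dopamine controls for 90 minutes at 37 degrees C. DiscoveRx reagent added for 30–60 minutes at room temperature; luminescence read, quantitative HTS format.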
pAkt inh: Akt phosphorylation inhibition; activity change, % for hits at 50 µM; 0.32% of 360,000 active; Neuro2A IGF-stimulated pAkt S473 HTRF, 20 min; stronger effect = lower value; AID 651550; in the data active means activity change below about -80%; inconclusive means mostly about -51% to -80%; further: on the % scale 0 is the no-effect control and ±100 the full control effect
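Neuro2A cells (4,500/well, DMEM with 0.5% FBS) were treated with compound at a single 50 µM final concentration, stimulated with 6 nM IGF for 20 min at 37 °C, and lysed. Phospho-Akt Ser473 was read by HTRF as 665/615 ratio ×10^4.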
FUS suppressor: suppressors of FUS proteinopathy in yeast; S. cerevisiae FUS-expressing, growth rescue, OD600, 24 h; Potency, µM (highest dose often 76.6 µM), for the others: at the highest dose growth rescue (activation), hits mostly activators; 0.24% of 390,000 active;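 further: potency means the concentration at half of the fitted maximal effect; plate controls were DMSO vehicle for no effect and reference control for full effect; nearly all actives have a fitted effect of over 55% in size; some results filed as inactive show a strong effect at the top dose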
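Galactose (2%) drives FUS expression in yeast precultured in raffinose; seeding density OD 0.005. Test compounds incubated 24hr at 30C and 99% humidity before absorbance at 600 nm was measured.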
* marks the source's active call; other numbers are inactive results; i = inactive; ? = inconclusive; . = not tested or not shown; & = joins results of further samples; [ ] = another dose, or the depositor's remark. Unless noted, the call rests on the fitted dose curve; in most records, active means well fitted curve in the direction sought with a large enough effect; inconclusive means small, poorly fitted or top-dose-only effect, or another doubt; inactive means no such curve, though single readings can be large; an effect the other way counts as inactive or inconclusive.

SMILES	GLP1R inv ag	TDP43 rescue	Abeta rescue	aSyn rescue	GLP-1R agonist	PTHR1 ag	D3 antag	pAkt inh	FUS suppressor
COc1ccc(-c2csc(NC(=O)CSc3ccc(Br)cc3)n2)c(OC)c1	-16%	3%	8%	1%	12%	-25%	3	i	-4%
COCCCn1c(=O)/c(=C/c2ccccc2OC(F)F)s/c1=C(\C#N)C(=O)NCCOC	2%	-11%	-3%	-3%	10%	i	-12	i	19%
CC1CCCC(C)N1c1nnc(N)s1 (configuration not stated)	-10%	13%	6%	-3%	2%	-17%	-10	i	-14%
COc1ccc(-c2cc(C(F)(F)F)nc(N3CCN(C)CC3)n2)cc1OC	?	-7%	-4%	-3%	14%	-4%	-7	?	7%
S=c1[nH]nc(-c2cccnc2)n1-c1ccccc1	0%	-18%	-1%	-9%	-6%	i	9	i	-22%
CCOCCc1nnc(NC(=O)CCc2ccccc2)s1	7%	17%	-6%	-1%	2%	i	5	i	-19%
NC(=S)Nc1cnc2ccccc2c1	27%	4%	-12%	1%	-10%	i	8	i	-6%
CCN1CCCC1CNC(=O)COc1cc(=O)n(C)c2ccccc12 (configuration not stated)	2%	16%	15%	-5%	-4%	-19%[57.5 µM]	-21	i	18%
Cc1ccc(CNC(=O)CSc2nnc(CNC(=O)c3ccccc3)o2)cc1	-15%	-7%	14%	-5%	-16%	i	-1	i	2%
O=C(NCCCN1CCN(c2cccc(Cl)c2)CC1)Nc1ccccc1C(F)(F)F	?	-14%	-14%	.	-1%	-41%[inhibitor]	.	.	-23%
Cc1cc(Cl)ccc1-n1c(CCC(=O)O)ccc1-c1cccs1	?	22µM*	-1%	.	.	i	.	.	?
Cc1ccc(C)c(NC(=O)COC(=O)CSc2ccccc2)c1	0%	0%	-8%	10%	4%	-20%	-5	i	-21%
N#CC1=C(N)N(c2ccccc2Sc2ccccc2)C(=O)C1	9%	-1%	2%	1%	1%	-7%[57.5 µM]	-15	i	28µM*
CCCCC(CC)CNC(=O)Cn1c(=O)[nH]c2ccsc2c1=O (configuration not stated)	?	9%	0%	4%	-1%	i	2	i	10%
Cc1ccc(S(=O)(=O)CCC(=O)OCC(=O)NC(C)c2ccc(F)cc2)cc1 (configuration not stated)	15%	12%	1%	1%[1.84 µM]	-4%	-22%	1	i	19%
O=C(NCCc1ccccc1)c1ccc2c(c1)S(=O)(=O)N=C1CCCCCN12	4%	16%	-5%	5%	3%	-1%	-5	i	-15%
CC(=O)c1ccc(NC(=O)C(C)OC(=O)c2ccc(NS(=O)(=O)c3ccc4[nH]c(=O)[nH]c4c3)cc2)cc1 (configuration not stated)	80%[activator]	4%	-1%	-5%	4%	2%	-8	i	?
N#C/C(=C\c1ccc([N+](=O)[O-])cc1)c1nc(C2CC2)cs1	3%	20%	-1%	0%	-7%	-1%	3	i	.
CC(C)c1ccc(S(=O)(=O)N2CCN(CC(O)CN3CCOCC3)CC2)cc1 (configuration not stated)	?	3%	5%	2%	1%	3%	-2	i	6%
NC(=S)N/N=C/c1c(O)ccc2ccccc12	-37%	-5%	6%	2%	-4%	i	11	i	-23%
COc1cccc(-c2cnc3c(NC=O)cc(-c4ccncc4)cn23)c1	2%	-21%	-24%	-7%	10%	19%	-14	i	13%
O=C(Cc1cccs1)Nc1nc(-c2ccc(F)c(F)c2)cs1	?	-17%	17%	1%	11%	-18%	22	i	20%
Cc1cc(Cl)ccc1NC(=O)C(=O)NCc1ccco1	-6%	3%	-21%	.	.	-81%[inhibitor]	.	.	10%
C=CCOc1ccc(/C=C/C(=O)OCC(=O)N(C)CC(=O)Nc2ccc(F)cc2)cc1	2%	13%	1%	1%	-10%	-19%	-11	i	7%
COc1cc(CC(=O)OCC(=O)Nc2cc([N+](=O)[O-])ccc2F)cc(OC)c1OC	7%	-11%	-19%	1%	6%	-22%	-4	i	-6%
C=C1[C@H]2O[C@H]2[C@@H](OC(C)=O)[C@@]2(C)[C@@H](OC(C)=O)C[C@@H](OC(C)=O)[C@@](C)(O)[C@@H]2[C@@H](OC(C)=O)[C@@]2(O)[C@@H](C)C(=O)O[C@H]2[C@H]1Cl	4%	2%	-8%	2%	4%	i	1	i	9%
CC(C)Cc1nnc(NC(=O)CCC(=O)N2CCN(S(=O)(=O)c3ccccc3)CC2)s1	1%	-13%	11%	-4%	-12%	i	-18	i	7%
Cc1ccc(C(=O)N/C(=C\c2ccco2)C(=O)N2CCOCC2)cc1C	13%	2%	12%	0%	-5%	i	9	i	25%
CCOC(=O)c1ccc(NC(=O)C2(c3ccc(OC)cc3)CCCC2)cc1	5µM*	8%	23%	3%	2%	-25%[57.5 µM]	46	i	1%
COc1ccc(CCNC(=O)c2ccc(-n3c(C)cc4c3CCCC4)cc2)cc1OC	32%[activator]	0%	-13%	.	.	15%	.	.	?
CCOC(=O)c1c(C)oc2nc(C)nc(NCc3ccc(OC)cc3OC)c12	13%	-2%	-21%	.	.	-15%	.	.	14%
COC(=O)c1ccc(NC(=O)COC(=O)C2CCC2)cc1	26%	-14%	9%	-5%	3%	14%	-12	i	0%
CC(=O)Oc1ccc(C(=O)Nc2ccc(S(=O)(=O)N3CCOCC3)cc2)cc1	0%	-19%	-10%	-5%	-34%[inhibitor]	i	-20	i	14%
CC(=O)Nc1cccc(C(=O)/C=C/c2ccc(Br)cc2)c1	?	?	-14%	-5%	-37%[inhibitor]	-24%	-18	i	8%
Cc1cc(C)c(C(=O)N(CCN(C)C)CC2CCCN(Cc3ccccc3F)C2)o1 (configuration not stated)	?	-9%	7%	-8%	10%	-15%	-25	i	4%
ONC(=Nc1ccccc1Cl)c1c(F)cccc1F	?	-20%	-12%	-8%	-6%	?	-11	i	12%
CCOc1ccccc1-c1nn2c(Cc3ccccc3)nnc2s1	-1%	-5%	3%	-7%	30%	-19%[57.5 µM]	12	i	29%
CN(C)c1ccc(/C=N/NC(=O)c2nnn(-c3nonc3N)c2CN(C)c2ccccc2)cc1	-24%	-3%	0%	-7%	8%	-8%	-21	i	37%
Cc1ccc(S(=O)(=O)c2nc(-c3cccs3)oc2N2CCCCC2)cc1	-17%	12%	-19%	.	.	-25%	.	.	12%
O=C(Nc1ccc(Br)cc1F)C1CCN(c2nnc(-n3cccc3)s2)CC1	2%	-4%	2%	-8%	0%	i	-5	i	-16%

A draw from above in order of SMILES length, rising.
SMILES	GLP1R inv ag	TDP43 rescue	Abeta rescue	aSyn rescue	GLP-1R agonist	PTHR1 ag	D3 antag	pAkt inh	FUS suppressor
Cc1cc(Cl)ccc1NC(=O)C(=O)NCc1ccco1	-6%	3%	-21%	.	.	-81%[inhibitor]	.	.	10%
CCOc1ccccc1-c1nn2c(Cc3ccccc3)nnc2s1	-1%	-5%	3%	-7%	30%	-19%[57.5 µM]	12	i	29%
COC(=O)c1ccc(NC(=O)COC(=O)C2CCC2)cc1	26%	-14%	9%	-5%	3%	14%	-12	i	0%
CCOC(=O)c1ccc(NC(=O)C2(c3ccc(OC)cc3)CCCC2)cc1	5µM*	8%	23%	3%	2%	-25%[57.5 µM]	46	i	1%
C=C1[C@H]2O[C@H]2[C@@H](OC(C)=O)[C@@]2(C)[C@@H](OC(C)=O)C[C@@H](OC(C)=O)[C@@](C)(O)[C@@H]2[C@@H](OC(C)=O)[C@@]2(O)[C@@H](C)C(=O)O[C@H]2[C@H]1Cl	4%	2%	-8%	2%	4%	i	1	i	9%

Shown as a hit in GLP1R inv ag (from the list above):
compound | GLP1R inv ag | GLP-1R agonist | PTHR1 ag | D3 antag | pAkt inh
CCOC(=O)c1ccc(NC(=O)C2(c3ccc(OC)cc3)CCCC2)cc1 | 5µM* | 2% | -25%[57.5 µM] | 46 | i

(continued)
SMILES	GLP1R inv ag	TDP43 rescue	Abeta rescue	aSyn rescue	GLP-1R agonist	PTHR1 ag	D3 antag	pAkt inh	FUS suppressor
CN(C)S(=O)(=O)c1cccc(NC(=O)c2cccc(NS(=O)(=O)c3ccccc3)c2)c1	-15%	-3%	5%	-3%	3%	-43%[inhibitor]	6	i	49%
CSC(=S)N/N=C/c1ccc(Br)cc1	?	-1%	16%	-10%	-6%	-9%	9	i	-20%
COCCCNC(=O)c1cc2c(-c3cccc(OC)c3)nn(C)c2s1	34%&3%[activator]	?	-11%&0%	?	15%	-11%	43	i	8%&22%
COc1ccc(NC(=O)Nc2cccnc2)cc1	2%	2%[9.22 µM]	-5%	-1%	2%	-13%	-8	i	-9%
COC(=O)Cc1cc(=O)n2c(nc3ccccc32)[nH]1	9%	0%	6%	1%	-5%	-23%	12	i	16%
O=C(O)CCN1C(=O)c2ccc(NC(=O)C(c3ccccc3)c3ccccc3)cc2C1=O	10%	-6%	-7%	-3%	-2%	i	-13	i	34%
S=C(N=Nc1ccccc1)NNc1ccccc1	3%	?	-22%	-18%	-1%	-59%[inhibitor]	0	i	-14%
Cc1cc(=O)n(C)c(=O)n1CCCCOc1ccc([N+](=O)[O-])cc1	40%	?	-7%	2%	9%	-47%[inhibitor]	-1	i	-11%
CCOc1ccccc1N(CC(=O)Nc1ccc(C)cc1)S(C)(=O)=O	-3%	?	19%	2%	2%	i	6	i	20%
CCOC(=O)c1ccc(N2C(=O)c3n[nH]c(-c4cccs4)c3C2c2ccc(O)c(OC)c2)cc1 (configuration not stated)	?	-5%	7%	.	1%	i	.	.	?

An excerpt; count on the stated rates, not on these rows.
